Screens as filed in PubChem.
APP 5'UTR act – activates APP 5'UTR luciferase reporter; 1% of 190,000 active; AID 1276; SH-SY5Y APP 5'UTR luciferase reporter, luminescence; zero percent = DMSO vehicle wells; activation, % at 2 µM;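 active = activation above a set limit, based on mean plus 3 SD of controls, cut at about 140% in these data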; also: values of inactives mirror those of a sister screen read the other way
STAT3 activator – increases IL-6 driven STAT3 reporter signal. U3A cells, IL-6 STAT3-luciferase reporter, luminescence; 100% = signal with IL-6 EC80 alone. activation (% of control), % at 5.6 µM. 0.91% of 190,000 active. AID 871;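 active = activation above the screen-wide mean of compound activation plus 3 SD, cut at about 130% in these data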;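 also: 0% = background luminescence of wells with medium and substrate only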
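Detection: reporter luminescence signal / Assay system: STAT1-lacking human U3A cells, STAT3 luciferase reporter / Incubation: compound pre-incubation 1 h before IL-6, then 6 h stimulation at 37 °C / Control set: IL-6-only high control / Read-out: % activation relative to IL-6 control / Probe or stimulus: Interleukin-6, 33 ng/mL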
STAT1 act – activators of IFN-gamma induced STAT1 signaling. NIH 3T3 STAT1-luciferase reporter, luminescence; 100% = IFN-gamma alone, no compound. activation (% of control), % at 5.5 µM. 2.6% of 200,000 active. AID 932;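 active = activation above the screen-wide mean activation plus 3 SD, cut at about 130% in these data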;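 also: raw ratio to IFN-gamma control signal so 100% means no change and 0% no light; values of inactives mirror those of a sister screen read the other way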
Redox H2O2 prof – compounds producing H2O2 with reducing agent – biochemical, NIH compound library profiling, artefact control for MLSCN library redox annotation, primary screen. DTT-dependent redox cycling H2O2, phenol red/HRP absorbance; 100% = 100 µM peroxide control, 0% = buffer. activation, % at 10 µM. 0.03% of 200,000 active;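 active = activation of at least 50% relative to the plate's high and low controls in the primary single-dose screen; inactive = activation below 50%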;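 also: compound incubated with DTT at 0.8 mM final as the reducing agent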
STAT1 inh – STAT1 signaling inhibition. NIH 3T3 STAT1-luciferase reporter, IFN-gamma, luminescence. inhibition, % at 5.5 µM. 0.35% of 200,000 active;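 active = inhibition above a set limit, the mean inhibition across all tested compounds plus 3 SD, cut at about 34% in these data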;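 also: 0% = IFN-gamma with DMSO and 100% = IFN-gamma with 300 µM nifuroxazide; values of inactives mirror those of a sister screen read the other way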
NF-kB neuron act – raises NF-kB expression in human neuronal cells; NF-kB reporter expression; hits give high values; fold change at 12.5 µM; 1.6% of 190,000 active; AID 1239; in the data active = fold change above about 3.3
TLR4 MyD88 comp – inhibitors of human TLR4-MyD88 binding. O00206+Q99836. HeLa CL3-4 TLR4/MyD88 BLA complementation, FRET ratio. inhibition, % at 8.4 µM. 0.18% of 200,000 active. AID 861; in the data active = inhibition above about 25%;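 also: 0% = vehicle and 100% = reference inhibitor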
Target sequence (O00206 whole entry, looked up): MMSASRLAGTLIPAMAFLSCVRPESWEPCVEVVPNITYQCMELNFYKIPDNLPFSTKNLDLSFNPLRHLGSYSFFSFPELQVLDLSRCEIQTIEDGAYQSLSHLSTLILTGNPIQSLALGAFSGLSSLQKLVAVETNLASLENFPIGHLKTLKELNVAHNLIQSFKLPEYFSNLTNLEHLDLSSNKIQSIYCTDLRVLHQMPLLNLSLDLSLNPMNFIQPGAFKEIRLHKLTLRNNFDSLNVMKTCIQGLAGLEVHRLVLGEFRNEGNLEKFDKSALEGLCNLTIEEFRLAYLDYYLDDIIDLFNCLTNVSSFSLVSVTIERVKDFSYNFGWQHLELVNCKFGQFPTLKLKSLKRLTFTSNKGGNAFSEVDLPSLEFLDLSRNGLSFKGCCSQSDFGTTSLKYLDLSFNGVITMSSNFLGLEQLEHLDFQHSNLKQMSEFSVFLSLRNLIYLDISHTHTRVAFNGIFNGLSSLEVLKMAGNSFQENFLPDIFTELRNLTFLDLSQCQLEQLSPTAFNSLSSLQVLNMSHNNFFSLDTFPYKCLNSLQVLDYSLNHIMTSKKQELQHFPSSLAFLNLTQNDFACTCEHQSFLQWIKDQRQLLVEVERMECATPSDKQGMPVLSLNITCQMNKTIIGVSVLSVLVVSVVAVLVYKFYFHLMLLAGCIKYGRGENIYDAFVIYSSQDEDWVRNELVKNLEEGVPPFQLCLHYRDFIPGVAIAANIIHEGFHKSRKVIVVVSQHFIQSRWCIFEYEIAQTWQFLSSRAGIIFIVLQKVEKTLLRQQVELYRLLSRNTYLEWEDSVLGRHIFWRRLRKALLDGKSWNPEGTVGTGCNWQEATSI
Target sequence (Q99836 whole entry, looked up): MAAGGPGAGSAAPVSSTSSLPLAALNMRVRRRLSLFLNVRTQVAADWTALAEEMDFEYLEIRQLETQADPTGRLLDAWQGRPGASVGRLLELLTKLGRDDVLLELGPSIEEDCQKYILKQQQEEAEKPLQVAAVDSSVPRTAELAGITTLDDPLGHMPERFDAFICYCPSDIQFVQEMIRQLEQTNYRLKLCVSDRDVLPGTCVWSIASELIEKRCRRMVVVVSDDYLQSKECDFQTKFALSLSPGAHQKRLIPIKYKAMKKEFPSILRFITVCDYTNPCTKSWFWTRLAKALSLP
Efa HMGR inh – inhibitors of class II HMG-CoA reductase from Enterococcus faecalis | purified E. faecalis HMGR, NADPH absorbance 340 nm kinetic | inhibition, % at 10 µM | 0.41% of 190,000 active;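 active = inhibition above a set limit, the median over all tested compounds plus 3 SD, cut at about 9.5% in these data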;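 also: enzyme runs in reverse so mevalonate oxidation gives rising NADPH absorbance; 0% = complete reaction with DMSO and 100% = background rate lacking mevalonate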
Hsp70 activator – Hsp70 transcriptional activation, primary screen. HeLa Hsp70 promoter luciferase reporter, luminescence; scaled: vehicle 0, proteasome-inhibitor control 100%. activation, % at 10 µM. 0.04% of 200,000 active;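 active = activation above the mean across all tested compounds plus 3 SD, cutoff set per campaign, cut at about 5.5% in these data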;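 also: 100% = MG132 at 30 µM as the positive control and 0% = DMSO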
STAT3 blocker – inhibitors of IL-6 induced STAT3 signaling | AID 862 | U3A cells, IL-6 STAT3-luciferase reporter, luminescence; host cell line lacks STAT1 | 0.89% of 190,000 active | inhibition, % at 5.5 µM;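 active = inhibition above the mean inhibition across all screened compounds plus 3 SD, cut at about 44% in these data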;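 also: 0% = DMSO only wells and 100% = 100 µM nifuroxazide control wells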
* marks the source's active call; other numbers are inactive results; . = no result given.

Preview:
SMILES	APP 5'UTR act	STAT3 activator	STAT1 act	Redox H2O2 prof	STAT1 inh	NF-kB neuron act	TLR4 MyD88 comp	Efa HMGR inh	Hsp70 activator	STAT3 blocker
CCN(CC)C(=O)CN1CCN(c2ncccn2)CC1	-2	106	100	1.9	0	0.83	5	-3	-0.3	-4
Cc1nc(N2CCN(C(=O)COc3ccccc3)CC2)c2c(C)c(C)sc2n1	-22	92	94	0.2	11	0.76	4	1	-0.4	10

This part in full, from the start:
SMILES	APP 5'UTR act	STAT3 activator	STAT1 act	Redox H2O2 prof	STAT1 inh	NF-kB neuron act	TLR4 MyD88 comp	Efa HMGR inh	Hsp70 activator	STAT3 blocker
CCN(CC)C(=O)CN1CCN(c2ncccn2)CC1	-2	106	100	1.9	0	0.83	5	-3	-0.3	-4
Cc1nc(N2CCN(C(=O)COc3ccccc3)CC2)c2c(C)c(C)sc2n1	-22	92	94	0.2	11	0.76	4	1	-0.4	10
CC1(C)CN=c2s/c(=C\c3ccc(Cl)cc3)c(=O)n2C1	19	87	124	-0.6	-26	1.9	-6	0	0.2	18
O=C(NC(CSCc1ccccc1)C(=O)N/N=C/c1ccc(O)cc1O)c1ccc([N+](=O)[O-])cc1 (configuration not stated)	-50	91	102	0.3	-2	1.1	-6	1	-0.5	11
CCCOC(=O)c1cc(-c2ccc(C=O)o2)ccc1Cl	-1	114	115	0.4	-17	1.6	3	2	-0.2	-22
CCCCNC(=O)CSc1nc2ccccc2c(=O)n1Cc1ccc2c(c1)OCO2	5	96	96	2.4	5	0.96	-6	-3	-0.2	8
O=C(Oc1oc(-c2ccco2)nc1C=Nc1ccccc1)c1ccoc1	-16	100	104	-2.7	-4	2.3	4	-2	-0.3	6
CCOC(=O)/C=C1\SCC(=O)N1Cc1nnc(-c2ccccc2Br)o1	-2	99	101	2.0	-1	1	4	-3	-0.1	1
CN1C(=O)/C(=C/c2cc3c(cc2Br)OCO3)NC1=S	9	102	96	-0.2	4	1.1	2	-2	-0.2	3
CCC(=O)Nc1ccc(S(=O)(=O)Nc2cccc(C)c2)cc1OC	.	95	99	0.5	2	0.72	-1	-4	0.0	8
NC(=O)NC(Cc1ccccc1)C(=O)O (configuration not stated)	27	100	103	0.1	-5	1	1	-2	-0.1	7
CCn1c(SCC(=O)N=Nc2c(O)[nH]c3ccccc23)nnc1-c1ccc(C(C)(C)C)cc1	12	99	100	0.0	0	0.98	8	-1	-0.5	2
CN1CCN(NC(=S)Nc2ccc(OC(F)F)cc2)CC1	-2	106	99	0.1	-2	1.6	1	-10	0.4	-2
Cc1cc(C(F)(F)F)nc(SCC(=O)c2cccc([N+](=O)[O-])c2)n1	-3	78	97	-3.9	3	1.1	-10	0	-0.3	28
O=C(COc1ccc([N+](=O)[O-])cc1)Nc1ccccc1N1CCCC1	-3	92	95	-1.2	4	1.1	-2	-3	0.2	14
COc1cc2nc(SCc3c(C)noc3C)n(CCC3=CCCCC3)c(=O)c2cc1OC	2	98	92	1.9	8	0.62	1	-3	0.0	4
CCOC(=O)CNC(=O)CSc1ncnc2c1cnn2-c1ccc(OC)cc1	-19	72	74	2.8	28	1.2	-4	-1	-0.1	42
COC(=O)c1c(NC(=O)CN2CCOCC2)sc2c1CCC(C)C2 (configuration not stated)	1	95	124	0.9	-26	2.2	11	1	-0.2	14
Cc1ccccc1Nc1nc(N)nc(CSc2ccccc2)n1	159*	110	183*	0.2	-93	5.1*	1	4	0.0	-9
Cc1ccc(C(=O)Nc2ccn(Cc3ccc(F)cc3)n2)o1	6	107	119	0.0	-21	1.6	-1	-6	0.1	-3
O=S(=O)(Nc1ccc2oc(-c3ccccc3)nc2c1)c1ccccc1	4	86	120	2.0	-22	1.7	-11	2	-0.2	19
COc1ccc(Cn2c(SCc3ccc(C)cc3)nc3cc(OC)c(OC)cc3c2=N)cc1Cl	16	110	105	-7.0	-6	1.1	-5	1	-0.1	-7
COc1cccc(/C=N/NC(=O)c2ccccc2)c1OS(=O)(=O)c1ccccc1	-3	100	102	-0.1	-2	0.67	-4	2	-0.3	-2
O=C(COC(=O)CCCOc1ccc(Cl)cc1Cl)Nc1cccc(Cl)c1	0	99	97	-0.3	5	0.91	7	-5	-0.2	-1
NNC(=O)c1sccc1OCc1ccc(Cl)cc1	38	94	91	-1.9	9	1.4	4	-7	-0.1	14
Cc1ccc(C(=O)NNC(=S)NC(=O)c2ccc(Cl)cc2)cc1	1	107	106	1.1	-6	0.9	-18	0	-0.1	2
CC(NS(=O)(=O)c1ccc(Cl)cc1)C(=O)NCc1ccco1 (configuration not stated)	2	102	98	0.2	3	1.1	-5	-2	-0.5	-2
Cc1ccc(CCNC(=O)C2CCCN(c3nc4ccccc4o3)C2)cc1 (configuration not stated)	-6	105	104	-3.7	-4	0.77	-10	-6	-0.1	-1
CCn1c(=N)n(CC(=O)C23CC4CC(CC(C4)C2)C3)c2ccccc21	3	109	106	-0.9	-6	1.2	11	-3	-0.3	-4
CN1CCN(C(=O)c2cc(C(C)(C)C)cc(C(C)(C)C)c2)CC1	-1	99	91	-0.9	8	1	-4	3	-0.1	6
CC12CC(NC(=O)N1c1cccc(C(=O)Nc3ncn[nH]3)c1)c1ccccc1O2 (configuration not stated)	-4	100	87	0.0	8	0.96	8	0	0.0	0
C=CCNC(=S)NNC(=O)c1cccn(Cc2ccc(Cl)c(Cl)c2)c1=O	0	95	83	-4.4	19	0.77	2	4	-0.1	14
COc1ccc(-c2[nH]ncc2/C=C(/C#N)C(=O)NC2CCCCC2)cc1	-8	97	101	0.7	-1	0.66	4	-1	-0.2	11
CCOC(=O)N1CCN(S(=O)(=O)c2cc(Br)cnc2N)CC1	-3	107	99	0.1	1	1.2	-5	0	-0.1	-6
Cc1ccc(SCc2nnc(N)s2)cc1	-9	108	114	0.9	-13	1.1	4	0	0.1	-8
COc1ccc2[nH]c(=O)c(CN(CC3CCCO3)S(=O)(=O)c3ccccc3)cc2c1 (configuration not stated)	18	102	96	-0.7	3	.	-15	-1	-0.3	3
S=C(Nc1ccc2cn[nH]c2c1)Nc1ccc(Cl)cc1Cl	17	91	104	-0.5	-4	1.2	-6	8	-0.3	12
COCCNC(=O)C1CC(c2ccc([N+](=O)[O-])cc2)=NO1 (configuration not stated)	-10	99	103	-5.5	-3	1.3	-12	-5	-0.2	8
O=S(=O)(NCC1CCCO1)c1ccc(S(=O)(=O)N(Cc2ccc(F)cc2)C2CCCCC2)cc1 (configuration not stated)	11	106	102	0.8	-3	.	3	.	-0.1	-4
COc1ccc(CCC(C)Nc2ccc(F)c(F)c2)cc1 (configuration not stated)	0	111	104	-0.1	-4	0.97	-3	0	-0.1	-13
CCOC(=O)N1CCN(C2OC(=O)c3ccccc32)CC1 (configuration not stated)	1	102	98	0.8	-1	1.1	-6	0	0.1	1
COc1cc(-c2nc(CN3CCN(CC(C)C)C(=O)[C@@H]3C)c(C)o2)ccc1F	-23	112	95	0.7	5	1	4	0	-0.3	-7
CCc1ccccc1NC1Nc2cc(C)nn2S1 (configuration not stated)	9	73	97	-1.3	1	1.3	-5	-6	0.2	38
Cc1ccc(-n2c3c(c(=O)[nH]c2=O)C(C(F)(F)F)(C(F)(F)F)NC(=O)N3)cc1	-7	107	103	2.2	-4	1.1	3	-1	-0.1	-4
COC(=O)c1nnn(-c2nonc2N)c1COc1ccc(C=O)cc1OC	-12	104	99	-1.1	-1	1.1	-10	-6	-0.3	-1
Cn1c(NC(=O)/C=C/c2c(F)cccc2Cl)cc(=O)n(C)c1=O	13	88	97	-1.1	3	1.2	0	-2	-0.2	16
O=C(NCC1(c2ccccc2)CCOCC1)c1cccs1	-9	100	95	-0.1	3	1.1	18	2	-0.4	5
COc1ccc(OC)c(NS(=O)(=O)Cc2ccccc2)c1	-5	98	106	-0.5	-6	0.92	-9	-4	-0.5	8
CCOC(=O)C(C(=O)OCC)N(C#N)c1nc(OC)nc(N(C)C)n1	-41	98	98	-2.3	3	1	-5	-5	0.1	4
O=C(NC1CC1)C1=C[C@H](C2CC2)C[C@H](OCCCCO)O1	-4	.	96	0.1	6	1	-9	3	-0.1	.
O=C1c2ccccc2C(=O)N1C/C=C/c1ccccc1	-6	99	95	1.5	6	1.2	-5	-11	0.5	6
Cc1ccc(NC(=O)CN2CC(C)SC2=NC2CCCCC2)cc1 (configuration not stated)	20	96	106	1.7	-7	0.87	6	-2	-0.2	8
COCCNC(=O)c1cc(-c2ccc(OC)c(OC)c2)on1	9	106	97	1.8	3	1.1	0	1	-0.5	-3
COc1cccc(N2CCN(C(=O)CCNS(=O)(=O)c3ccc4c(c3)c(=O)n(C)c(=O)n4C)CC2)c1	-11	105	94	-0.9	5	0.81	3	0	-0.3	-4
CCOc1cc2c3c(c1)C1(Nc4ccccc4S1)C(=O)N3C(C)(C)CC2C (configuration not stated)	4	103	91	-0.3	6	0.77	-7	0	-0.3	-3
CCC(=O)Nc1ccc(Cl)c(NC(=O)c2ccc([N+](=O)[O-])cc2)c1	-17	101	99	-0.3	1	1.1	-4	-2	-0.2	-2
Brc1ccc(N=C/C=C/C=C/Nc2ccc(Br)cc2)cc1	5	106	98	2.5	2	1.1	10	-8	0.0	-3
Cc1cc(/C=C2/SC(=S)N(c3ccc([N+](=O)[O-])cc3)C2=O)c(C)n1-c1cccnc1	-13	102	96	0.8	4	0.43	-11	-2	-0.4	2
O=C(NNC1CC(c2ccccc2)=NN1C(=O)c1ccccc1)c1ccccc1 (configuration not stated)	-16	113	96	-0.6	3	0.73	-5	2	0.2	-8
C#CCOCCOCCOCCNc1nc(N2CCN(C(=O)[C@H]([C@@H](C)CC)n3cc([C@@H](N)CC(C)C)nn3)CC2)nc(N2CCN(C(=O)[C@H]([C@@H](C)CC)n3cc([C@@H](N)CC(C)C)nn3)CC2)n1	15	.	104	-0.9	-3	1.1	-20	-1	-0.1	.

More records:
SMILES	APP 5'UTR act	STAT3 activator	STAT1 act	Redox H2O2 prof	STAT1 inh	NF-kB neuron act	TLR4 MyD88 comp	Efa HMGR inh	Hsp70 activator	STAT3 blocker
CCOc1ccc(N(CC(=O)NCC2CCCO2)S(=O)(=O)c2ccc(SC)cc2)cc1 (configuration not stated)	3	101	100	-0.1	0	0.99	-9	-1	-0.1	5
Cc1ccc(-c2cc3nc(-c4ccccc4)cc(N4CCC5(CC4)OCCO5)n3n2)cc1	18	107	107	0.7	-7	0.69	-4	-6	0.1	-5
Cc1ccc(-c2noc(CCC(=O)NC3CCCc4ccccc43)n2)cc1 (configuration not stated)	-6	101	107	-1.4	-6	0.95	3	-4	-0.2	3
Cc1cccc(C)c1NC(=S)NCCSc1ccc(Cl)cc1	4	108	101	-0.7	-3	1.3	-25	-2	-0.3	0
CCO[C@@H]1OC(C(=O)N2CCN(Cc3ccc4c(c3)OCO4)CC2)=C[C@H](c2csc3ccccc23)[C@H]1CCCO	-3	.	103	0.0	-1	0.68	-7	-3	-0.3	.
COc1ccc(CC(=O)OCC(=O)Nc2ccc3c(c2)OCO3)cc1	13	103	108	0.1	-11	0.97	-2	-1	-0.2	5
CC(/C=N/n1cnnc1)=C\c1ccccc1	13	100	105	0.1	-5	1.1	-9	-2	-0.2	1
